MsrA inhibitor: bovine MsrA enzyme inhibitors, primary screen, biochemical, absorbance, HTS. 360,000 tested, 0.75% active. purified bovine MsrA, absorbance read-out. Methionine sulfoxide reductase A (Bos taurus). inhibition, % at 15.5 µM; in the data active means inhibition above about 4.5%;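 further: 0% = vehicle wells with enzyme and 100% = reference inhibitor wells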
LMPTP inh: LMPTP phosphatase inhibitors, primary screen, biochemical, fluorescence intensity, uHTS; Low molecular weight phosphotyrosine protein phosphatase (Homo sapiens), P24666; AID 651560, 2012; 360,000 tested, 0.22% active; recombinant LMPTP-A, OMFP fluorogenic substrate; inhibition, % at 20 µM;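 active means compounds that cut the enzyme signal by at least half of the control window in the single-dose screen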;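 further: plate controls were DMSO wells with enzyme plus substrate for no effect and substrate without enzyme for full effect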
Target sequence (P24666 whole entry, looked up): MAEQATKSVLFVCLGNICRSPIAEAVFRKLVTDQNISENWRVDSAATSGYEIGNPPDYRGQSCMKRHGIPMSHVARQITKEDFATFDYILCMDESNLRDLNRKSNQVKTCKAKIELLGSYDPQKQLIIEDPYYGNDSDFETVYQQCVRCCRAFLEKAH
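material = LMPTP-A | quantity = 0.625 nM enzyme | reagent = OMFP substrate, 400 µM final | buffer or medium = Bis-Tris pH 6.0, DTT, detergent | detection = endpoint fluorescence intensity from OMFP dephosphorylation | dosing = single 20 µM dose | read-out basis = % inhibition relative to no-enzyme and uninhibited control wells | control set = no-enzyme and uninhibited controls | timing = 50 min at room temperature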
DNMT1 inh: human DNMT1 methyltransferase inhibitors, primary screen, biochemical, molecular beacon, fluorescence, HinP1I cleavage, uHTS; AID 588458, 2011; 360,000 tested, 0.83% active; inhibition (reported as % activation of signal), % at 10 µM; DNA (cytosine-5)-methyltransferase 1 (Homo sapiens), P26358; in the data active means inhibition above about 50%
Scp-1 inhibitor: Scp-1 phosphatase inhibitors, primary screen, biochemical, colorimetric, uHTS; Carboxy-terminal domain RNA polymerase II polypeptide A small phosphatase 1 (Homo …; Recombinant Scp1, phosphopeptide, malachite green phosphate absorbance; inhibition, % at 20 µM; 340,000 tested, 0.88% active;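 active means inhibition above about 50% at 20 µM, limit read from the data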;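 further: plate controls were DMSO wells with enzyme for no effect and wells lacking enzyme for full effect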
Target sequence (Q9GZU7 76-261 limits assumed): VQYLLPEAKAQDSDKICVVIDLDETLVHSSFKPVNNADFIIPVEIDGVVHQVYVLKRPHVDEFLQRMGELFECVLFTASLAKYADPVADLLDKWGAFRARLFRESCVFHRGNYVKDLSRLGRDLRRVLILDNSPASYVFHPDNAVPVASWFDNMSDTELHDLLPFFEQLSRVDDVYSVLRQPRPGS
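Times: enzyme reaction 45 min at room temperature, colour 5 min, stabilisation 30 min. Material: SCP-1 catalytic fragment, aa 76-261. Medium: Acidic Tris acetate buffer with magnesium and detergent. Signal: colorimetric free-phosphate detection, absorbance 630 nm. Read-out basis: % inhibition of SCP-1 phosphate liberation. Reagent: Phosphorylated 17-residue peptide substrate.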
NadD block: inhibitors of S. aureus NadD, primary screen, biochemical, colorimetric, uHTS | purified NadD enzyme, colorimetric absorbance read-out | inhibition, % at 20 µM | AID 602399, 2012 | 360,000 tested, 0.78% active | Nicotinate-nucleotide adenylyltransferase NadD (Staphylococcus aureus N315); in the data active means inhibition above about 26%; further: some compounds past the cut are filed as inactive
Rpn11 inh: Rpn11 (PSMD14) deubiquitinase inhibitors, primary screen, biochemical, fluorescence polarization, uHTS | 26S proteasome non-ATPase regulatory subunit 14 (Homo sapiens), O00487 | human 26S proteasome, Ub4-pepOG fluorescence polarization; 20S core pre-blocked with epoxomicin | calls only at 20 µM | 360,000 tested, 0.59% active;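 active means inhibition at 20 µM, scaled to each plate's controls, above about 33%, limit read from the data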
CSN inh: inhibitors of CSN-mediated cullin deneddylation, primary screen, biochemical, fluorescence polarization, uHTS | Purified CSN, SCF-Nedd8-OG deneddylation | inhibition, % at 12.5 µM | COP9 signalosome complex subunit 5 (Homo sapiens), Q92905 | AID 651999, 2013 | 360,000 tested, 0.38% active;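 active means pattern-corrected inhibition above about 35%, with an unprinted fluorescence ratio check between 0.5 and 1.5, limit read from the data, passing the limit was not always enough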;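 further: 0% = enzyme with substrate and 100% = substrate without enzyme; some results filed as inactive read as strong as hits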
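assay system = purified human Csn5 enzyme expressed in HEK293T cells | amount = 0.24 nM enzyme | buffer or medium = Tris/NaCl/DTT buffer, pH 7.5 | reagent = 10 nM SCFSkp2-Nedd8OG | compound = one concentration, 12.5 µM, 0.25% DMSO | times = 90 min reaction at room temperature | signal = FP | read-out basis = % inhibition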
Tb MetRS inh: T. brucei MetRS inhibitors, primary screen, biochemical, luminescence; methionyl-tRNA synthetase (Trypanosoma brucei brucei); purified T. brucei MetRS, ATP depletion, Kinase-Glo luminescence; 360,000 tested, 0.4% active; inhibition, % at 11.9 µM;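 active means inhibition above a per-plate cutoff of the control wells' mean inhibition plus 3 SD, cut at about 5.5% in these data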;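 further: 0% = DMSO wells median and 100% = median of wells with control inhibitor compound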
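Dosing: 11.9 µM compound single dose, 0.9% DMSO; Assay system: purified T. brucei MetRS enzyme; Measured by: Kinase-Glo luciferase luminescence reporting remaining unconsumed ATP; Schedule: 15 min plus 2 h at 25 °C.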
SUMO1 PPI mod: modulators of SUMO1 protein-protein interactions, primary screen, biochemical, uHTS. inhibition, % at 20 µM. 360,000 tested, 0.33% active. AID 602429, 2012. Small ubiquitin-related modifier 1 (Homo sapiens), P63165. SUMO1 binding to a labelled peptide, TR-FRET, 1 h; in the data active means inhibition above about 37%
Target sequence (P63165 whole entry, looked up): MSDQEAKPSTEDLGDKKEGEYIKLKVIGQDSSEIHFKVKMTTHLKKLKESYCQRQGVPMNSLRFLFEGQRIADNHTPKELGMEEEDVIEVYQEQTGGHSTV
STEP inh: STEP phosphatase inhibitors, primary screen, biochemical, fluorescence intensity, uHTS. Tyrosine-protein phosphatase non-receptor type 5 (Homo sapiens), P54829. recombinant STEP, OMFP fluorogenic substrate. inhibition, % at 20 µM. 360,000 tested, 0.25% active. AID 588621, 2011;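 active means inhibition at 20 µM, scaled per plate between control wells, above about 37%, limit read from the data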;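 further: 0% = DMSO with enzyme and substrate and 100% = substrate only without enzyme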
Target sequence (P54829 whole entry, looked up): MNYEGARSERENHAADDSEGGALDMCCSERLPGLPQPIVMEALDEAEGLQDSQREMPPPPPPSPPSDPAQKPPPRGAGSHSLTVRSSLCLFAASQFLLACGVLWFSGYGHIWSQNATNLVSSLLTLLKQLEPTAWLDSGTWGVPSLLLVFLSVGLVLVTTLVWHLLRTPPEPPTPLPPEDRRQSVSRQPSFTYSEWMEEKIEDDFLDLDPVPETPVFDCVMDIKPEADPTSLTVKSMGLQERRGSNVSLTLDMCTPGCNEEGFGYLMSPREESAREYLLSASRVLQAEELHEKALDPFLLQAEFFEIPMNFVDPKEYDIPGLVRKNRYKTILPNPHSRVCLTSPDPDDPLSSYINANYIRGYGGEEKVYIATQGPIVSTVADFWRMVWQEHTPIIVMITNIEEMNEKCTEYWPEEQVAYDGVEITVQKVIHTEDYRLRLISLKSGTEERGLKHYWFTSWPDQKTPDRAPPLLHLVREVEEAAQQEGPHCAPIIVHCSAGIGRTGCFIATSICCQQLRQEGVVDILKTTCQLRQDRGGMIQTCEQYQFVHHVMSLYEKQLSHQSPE
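medium = Bis-Tris buffer pH 6.0, 2.5 mM DTT, 0.005% Tween 20 | test system = STEP (striatal-enriched tyrosine phosphatase) enzyme, cell-free | measure = normalized % inhibition | compound dosing = 20 µM, 1% DMSO | also added = 25 µM OMFP | schedule = reaction 20 min, ambient temperature | measured by = fluorescence read at 480 nm ex / 540 nm em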
The depositor's hits bear a star; i = inactive; x = not tested or not shown.

SMILES	MsrA inhibitor	LMPTP inh	DNMT1 inh	Scp-1 inhibitor	NadD block	Rpn11 inh	CSN inh	Tb MetRS inh	SUMO1 PPI mod	STEP inh
CC1CC(C)CN(S(=O)(=O)c2ccc3c(c2)oc(=O)n3CC(=O)NCCCOC(C)C)C1 (configuration not stated)	-0.5	-1.2	0	2	-5	i	-4	0.0	2	2
CCCCn1c(N)c(N(CC(C)C)C(=O)C2CC(=O)N(c3ccc4c(c3)OCCO4)C2)c(=O)[nH]c1=O (configuration not stated)	0.7	-0.9	-2	0	0	i	1	-0.2	-1	3
CCOC(=O)c1nn(-c2ccc(C)cc2)c(=O)c2c(N)scc12	1.2	-2.2	0	-18	-5	i	7	-0.1	-1	0
CCOC(=O)CCSCC(=O)Nc1cc(C)on1	-0.4	-1.2	0	0	-1	i	-5	-0.3	2	-2
O=c1c2ccccc2nc(SCc2ccccc2F)n1C1CCCC1	1.0	0.0	9	-5	0	i	-17	-1.6	1	0
O=C(CCc1[nH]c2ccccc2c1Sc1ccccc1)NCCO	-0.5	0.9	-5	-7	-11	i	9	-0.3	15	-3
COc1ccc(C2N=C(N)N=C(N)N2c2ccc(C)cc2)cc1 (configuration not stated)	0.2	0.1	1	4	-11	i	1	-1.1	2	0
O=C(CN1C(=O)NC2(CCCC2)C1=O)Nc1cc(C(F)(F)F)ccc1N1CCOCC1	0.3	-1.2	1	0	4	i	-2	-0.3	-2	-4
Cc1ccc(CN2CCC(N3CCC(C(=O)NCC4CCCO4)CC3)CC2)o1 (configuration not stated)	-1.6	-0.4	6	5	4	i	-17	-1.0	1	4
O=C(O)CC(NS(=O)(=O)c1ccc(Br)cc1)c1ccco1 (configuration not stated)	1.5	-0.3	6	9	15	i	-3	-0.1	1	4
CCCCn1c(N)c(N(CC)C(=O)C2=NN(c3ccccc3)C(=O)CC2)c(=O)[nH]c1=O	0.0	-0.7	0	-2	-6	i	1	0.0	4	-2
CC(C)=NNC(=O)CN1C(=O)NC2NC(=O)NC21 (configuration not stated)	0.4	-1.3	3	-2	-2	i	4	-0.8	-1	-5
Cc1c(CC(=O)O)c(=O)oc2c(C)c(OCc3ccccc3)ccc12	0.7	-2.3	-2	-23	-6	i	-2	0.1	3	0
Cc1ccc(C(=O)NC(=S)Nc2ccc(CN3CCCCC3)cc2)c(C)c1	1.1	1.6	-2	-4	1	i	-6	0.0	4	2
Cc1cc(C(F)(F)F)n2nc(C)c(-c3ccc(Cl)cc3)c2n1	-0.5	-0.6	4	-2	-3	i	4	-0.3	-2	-2
O=C(O)c1cccc(N/N=C/c2ccc(F)c(F)c2)c1	1.2	-0.6	0	-3	3	i	9	1.9	-5	3
O=C(OCc1nnc(-c2ccc([N+](=O)[O-])cc2)o1)C1CC(=O)N(CCc2ccccc2)C1 (configuration not stated)	-0.4	1.7	-3	5	-1	i	-7	-0.5	-32	0
Cc1ccc(S(=O)(=O)N2C[C@@H](C)[C@]3(C2)[C@H](O)[C@H](OC(=O)NC2CCCC2)C[C@H]2C(=O)N(c4ccccc4)C(=O)[C@H]23)cc1	-0.1	0.0	-6	x	2	i	4	-0.5	2	1
Cc1ccc(C(C(=O)NCc2ccccc2)N(C(=O)c2ccccn2)c2ccccc2)o1 (configuration not stated)	0.8	-0.5	-1	1	-4	i	0	-0.4	2	0
CCOc1ccccc1NC(=O)Cn1ncc2ccc([N+](=O)[O-])cc21	-0.6	-1.2	-3	-16	-4	i	-4	-0.7	-27	0
COC(=O)c1c(S(=O)(=O)NCc2ccccc2)sc(C(=O)O)c1C	1.3	-0.8	7	-7	2	i	2	-0.5	-3	0
CCn1cc(C(=O)NCC(OC)OC)c(=O)c2cc(S(=O)(=O)N3CCOCC3)ccc21	2.5	-0.6	0	-7	0	i	0	0.0	1	-3
COc1ccc(OC)c(N(CC(=O)NCc2cccnc2)S(C)(=O)=O)c1	-0.1	-1.1	1	-10	1	i	-1	-0.5	0	1
CCOC(=O)c1cc(-c2ccc(OC)cc2F)nc2c1c(C)nn2CCC#N	0.8	1.4	2	-11	-18	i	-2	0.3	-10	-3
COc1ccc(C(CNC(=O)c2sccc2C)N2CCOCC2)cc1 (configuration not stated)	-0.5	-1.2	1	-2	1	i	-2	0.2	-1	0
CNC(=O)COC(=O)c1nc(-n2nc(C)cc2C)ccc1Cl	-0.4	-0.9	5	-4	-4	i	4	-0.3	1	1
CC(=O)N1CC2(c3ccccc3)CN(C(C)=O)CC(c3ccccc3)(C1)C2=O	0.1	-1.2	0	-5	0	i	-1	0.0	1	-2
N#C/C(=C\c1ccccc1)C(=O)NCc1ccc(F)cc1	-1.8	-0.8	-1	1	1	i	5	0.0	-7	2
COc1cc(NC(=O)Nc2cccc(C(C)=O)c2)cc(OC)c1OC	0.4	-0.7	-1	-13	-1	i	3	-0.5	7	-3
COC(=O)c1c(C)oc(C)c1S(=O)(=O)N1CCCC1	-0.1	-0.4	0	-11	-4	i	-1	-0.3	-2	0
O=C(COc1cccc(NC(=O)c2ccco2)c1)c1ccccc1	0.7	0.2	-4	-20	-3	i	3	-0.2	-2	0
O=C(CSCc1ccc(Cl)cc1)NCCSCc1ccco1	0.2	1.0	5	10	-4	i	-4	-0.7	0	1
Oc1ccc(-c2nc3ccccc3nc2-c2ccc(O)cc2O)c(O)c1	1.3	0.0	-9	-18	-9	i	0	0.3	-24	0
O=C(NCSc1ccnc(SCNC(=O)c2ccc(F)cc2)n1)c1ccc(F)cc1	1.3	0.0	52*	38	-1	i	22	0.1	2	6
COc1ccccc1N1C(=O)S/C(=C\c2cc(C)n(C)c2C)C1=O	2.2	0.6	-5	1	6	i	23	-0.2	-14	0
O=C(NC(=S)NCc1ccc(Cl)cc1Cl)c1ccco1	-0.9	0.4	-6	-5	-8	i	2	-0.2	3	1

Whole records from above:
COc1ccc(C(CNC(=O)c2sccc2C)N2CCOCC2)cc1 (configuration not stated) across the screens: MsrA inhibitor: -0.5; LMPTP inh: -1.2; DNMT1 inh: 1; Scp-1 inhibitor: -2; NadD block: 1; Rpn11 inh: i; CSN inh: -2; Tb MetRS inh: 0.2; SUMO1 PPI mod: -1; STEP inh: 0
CNC(=O)COC(=O)c1nc(-n2nc(C)cc2C)ccc1Cl across the screens: MsrA inhibitor: -0.4; LMPTP inh: -0.9; DNMT1 inh: 5; Scp-1 inhibitor: -4; NadD block: -4; Rpn11 inh: i; CSN inh: 4; Tb MetRS inh: -0.3; SUMO1 PPI mod: 1; STEP inh: 1

Later entries:
SMILES	MsrA inhibitor	LMPTP inh	DNMT1 inh	Scp-1 inhibitor	NadD block	Rpn11 inh	CSN inh	Tb MetRS inh	SUMO1 PPI mod	STEP inh
CCC1CCCCN1CCCNC(=O)c1ccc2c(c1)N(Cc1c(F)cccc1Cl)C(=O)CS2 (configuration not stated)	-0.6	0.9	0	-7	-5	i	3	-0.1	-12	4
O=C(CN(C1CC1)S(=O)(=O)c1ccc(S(=O)(=O)NC2CCCCC2)cc1)Nc1ccccc1	0.5	0.6	-3	-14	-2	i	-7	-1.7	-2	-3
Cc1cc(Cl)ccc1OC(C)C(=O)Nc1ccc([N+](=O)[O-])cn1 (configuration not stated)	1.4	1.4	-6	-8	-5	i	-10	0.0	-17	1
CN(NC(=O)NN)c1ncc(C(F)(F)F)cc1Cl	0.5	-1.1	0	-2	-1	i	0	-0.9	-3	-3
COc1ccc(NC(=O)CCN2CCCCC2)cc1	1.2	-0.9	-1	-3	-1	i	-2	-0.6	-5	1
Cc1ccc(CNc2ncnc(N)c2[N+](=O)[O-])cc1	0.7	-1.5	14	-5	-7	i	-8	0.6	-18	-1
Cc1cccc(N2CCN(C(=O)NCc3ccc(F)cc3)CC2)c1C	-0.2	1.2	-1	-12	-7	i	3	-0.2	3	1
COc1ccc(NC(=O)c2ccc3ccccc3c2OC)cc1	0.0	2.5	0	-13	-11	i	0	-0.3	-6	0
CC(=O)N1CCc2cc(S(=O)(=O)CCC(=O)Nc3ccccc3F)ccc21	-0.5	-2.1	7	1	-3	i	2	-0.4	-3	4
O=C(NCc1ccccn1)C1CC(c2ccccc2Cl)=NO1 (configuration not stated)	-0.1	-1.1	5	1	-5	i	-7	0.8	-1	-2
NC(=O)c1ncn([C@@H]2O[C@H](CO)[C@@H](O)[C@H]2O)c1O	0.1	-2.7	1	-9	3	i	4	0.1	-1	-2
O=C(Nc1ccc2nc3ccccc3nc2c1)c1ccc(Br)cc1	0.0	12	7	7	-3	i	1	0.5	21	8
Cc1cccnc1CCNC(=O)CC1C(=O)NCCN1CC1CCCCC1 (configuration not stated)	0.8	2.1	-1	-4	3	i	-4	-1.4	-13	-2
O=C(O)c1ccc(S(=O)(=O)N(CCc2ccccc2)Cc2ccc(Cl)cc2)cc1	0.1	1.8	-5	-6	0	i	1	-0.7	10	1
CC(C)CCN1CCC(C)(NC(=O)c2ccccc2)C1=O (configuration not stated)	0.3	-0.7	3	5	1	i	5	-0.6	-3	0
O=[N+]([O-])c1ccccc1OCCN1CCCC1	0.7	-0.4	1	-9	1	i	2	-0.2	-2	-2
CCNC(=S)NCc1ccco1	1.6	-0.7	-2	-6	-7	i	-3	0.3	1	0
CCOC(=O)C1=C(CS(=O)(=O)c2ccccc2)NC(=O)NC1c1ccccc1OC (configuration not stated)	0.3	-1.2	1	-8	0	i	-5	-0.2	-7	0
CN(C(=O)c1cccc(NC(=O)Cc2ccc(NC(=O)C3CCN(C(=O)c4ccccc4)CC3)cc2)c1)C1CC1	-0.7	1.1	3	-11	0	i	-5	0.8	2	1

High-throughput results: PubChem, several laboratories
